TAG inh – inhibitors of triacylglycerol accumulation; inhibition, % at 12.5 µM; 230,000 tested, 0.66% active; H9c2 cells, Nile Red lipid (TAG) fluorescence; cells loaded with 200 µM oleic acid;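 active = pattern-corrected inhibition of lipid staining of at least 50% with the nuclear-stain viability signal not falling by more than 50%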;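 note: 0% = DMSO wells and 100% = triacsin C control wells; some results filed as inactive read as strong as hits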
TAG inh DAPI viability – also measured in TAG inh; calls as there; DAPI nuclei signal change (viability), lower = more cytotoxic, %;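 whole-well DAPI fluorescence read on a plate reader as a viability signal; minus 50 percent equals half of cells still viable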
Starred values were filed as active, the others as inactive. This is a subset; the hit share may differ from the screen's.

Sample of the layout:
nr | mol | TAG inh | TAG inh DAPI viability
1 | S=c1[nH]nc(-c2ccc3ccccc3n2)n1-c1ccccc1Cl | -6 | 8
2 | c1cc2c(cc1C1CCCN1)OCCCO2 (stereo not given) | 9 | 2
3 | C(=NN=C1c2ccccc2-c2ccccc21)c1ccc2c(c1)OCO2 | 20 | 2
4 | COc1ccc(-c2csc(N(CC3CCCO3)C(=O)c3ccc(C)cc3)n2)cc1 (stereo not given) | -60 | 2

Main list, previewed entries included:
nr | mol | TAG inh | TAG inh DAPI viability
1 | S=c1[nH]nc(-c2ccc3ccccc3n2)n1-c1ccccc1Cl | -6 | 8
2 | c1cc2c(cc1C1CCCN1)OCCCO2 (stereo not given) | 9 | 2
3 | C(=NN=C1c2ccccc2-c2ccccc21)c1ccc2c(c1)OCO2 | 20 | 2
4 | COc1ccc(-c2csc(N(CC3CCCO3)C(=O)c3ccc(C)cc3)n2)cc1 (stereo not given) | -60 | 2
5 | CCOC(=O)C(=O)NN=C(c1ccccc1)c1ccccc1 | 2 | 2
6 | Cc1ccc(NC(=O)c2cnc(SCC(=O)NCC3CCCO3)n(C)c2=O)cc1C (stereo not given) | -10 | 2
7 | Cc1ccc(CN=C2NC(=O)C(CC(=O)NCCc3ccccc3)S2)cc1 (stereo not given) | -7 | -4
8 | COc1c(N)c2ccccc2[nH]c1=O | 20 | -8
9 | O=C(Nc1nc(-c2ccc(S(=O)(=O)N3CCCC3)cc2)cs1)C1COc2ccccc2O1 (stereo not given) | 33 | 3
10 | COc1cc2c(cc1O)CC[C@@H]1[C@@H]2CC[C@]2(C)[C@@H](O)CC[C@@H]12 | 31 | -9
11 | CCN(CC)CCNCc1cc(Br)ccc1OCC(=O)NCc1ccccc1 | 7 | 6
12 | CCN(CC)C(=O)CN(C)S(=O)(=O)c1cccc2nsnc12 | 2 | -4
13 | Cc1ccc(S(=O)(=O)N(C)C)cc1NC(=O)Nc1ccccc1F | -2 | 5
14 | CN(C)CCCNc1nc2cc(-c3ccccc3)sc2c(=O)n1C | 20 | 2
15 | Cc1ccc(S(=O)(=O)Cc2nnnn2-c2ccccc2)cc1 | -16 | 9

Look-ups from the list:
entry 15 @ TAG inh DAPI viability = 9
entry 3 @ TAG inh = 20
entry 7 @ TAG inh = -7
entry 12 @ TAG inh = 2
entry 14 @ TAG inh DAPI viability = 2

(cont.)
nr | mol | TAG inh | TAG inh DAPI viability
16 | Cc1ccc(CNC(=O)CSc2c3c(nc4cc(Cl)ccc24)CCCC3)o1 | 7 | -3
17 | COc1ccc(/C(N)=N/OC(=O)c2ccc3ccccc3c2)cc1OC | 10 | -6
18 | Cc1ccc2nc3[nH]c(=O)[nH]c(=O)c3c(N)c2c1 | 8 | 11
19 | OC(CNCC1CCCO1)Cn1c2ccc(Br)cc2c2cc(Br)ccc21 (stereo not given) | 21 | -7
20 | Cc1ccc(C(=O)NCC(=O)NCC(=O)OCC(=O)c2ccc([N+](=O)[O-])cc2)cc1 | -4 | 2
21 | CN(C(=O)CCc1nc2ccccc2c(=O)[nH]1)C1CCS(=O)(=O)C1 (stereo not given) | 14 | -1
22 | Cc1ccc(S(=O)(=O)N2CCCCC2C(=O)N(C)c2ccccc2)cc1 (stereo not given) | -13 | -8
23 | O=C(CCNC(=O)c1ccccc1Cl)NCC(c1ccco1)N1CCCC1 (stereo not given) | -8 | 6
24 | CN(C)c1nc(N(C)C)n(Cc2c(Cl)cccc2Cl)n1 | -13 | 5
25 | CCC1(c2ccccc2)NC(=O)N(CC(=O)Nc2ccccc2C(=O)N2CCCCC2)C1=O (stereo not given) | -21 | -5
26 | CC(OC(=O)C1CC1C)C(=O)Nc1ncc(Cl)cc1Cl (stereo not given) | -3 | -9
27 | O=C(COC(=O)c1cc([N+](=O)[O-])ccc1N1CCOCC1)Nc1c(Cl)cccc1C(F)(F)F | -4 | 4
28 | CC(=O)c1cc2ccc(O)cc2oc1=O | -6 | 5
29 | COC(=O)C1CCN(C(=O)COc2ccc(Cl)cc2)CC1 | -10 | 4
30 | Cc1ccccc1NC(=O)C1CC(=O)N(c2ccccc2F)C1 (stereo not given) | 3 | -3

Single records (already shown). Values in the order: TAG inh, TAG inh DAPI viability
`O=C(COC(=O)c1cc([N+](=O)[O-])ccc1N1CCOCC1)Nc1c(Cl)cccc1C(F)(F)F` across the screens: -4, 4
`Cc1ccccc1NC(=O)C1CC(=O)N(c2ccccc2F)C1` (stereo not given) across the screens: 3, -3
`Cc1ccc(C(=O)NCC(=O)NCC(=O)OCC(=O)c2ccc([N+](=O)[O-])cc2)cc1` across the screens: -4, 2
`Cc1ccc(CNC(=O)CSc2c3c(nc4cc(Cl)ccc24)CCCC3)o1` across the screens: 7, -3

Next section.
nr | mol | TAG inh | TAG inh DAPI viability
31 | O=C(COC(=O)/C=C/c1ccc(OC(F)F)cc1)NCCN1C(=O)CSC1=O | -1 | -1
32 | COc1ccccc1NC(=O)Cn1c(C)cc(=O)c2cccc(OC)c21 | 3 | -11
33 | Cc1ccc(NC(=O)COc2ccccc2[N+](=O)[O-])nc1 | 8 | -6
34 | CCCOC(=O)c1ccc(NC(=O)c2nc3nc(C)cc(C)n3n2)cc1 | 10 | -13
35 | CC(=O)Nc1cc(-c2ccc(Cl)cc2)[nH]n1 | -3 | -1
36 | Cc1ccccc1OCC(=O)Nc1ccc(C(N)=O)cc1 | -1 | 1
37 | Cc1cc(C(=O)Cn2nc(C(=O)O)c3ccccc3c2=O)c(C)n1-c1ccc(OC(F)F)cc1 | 22 | -1
38 | Cc1nnc(NC(=O)c2ccc3ccccc3c2)s1 | -1 | 6
39 | Cc1nc(N2CCN(S(=O)(=O)c3ccccc3C#N)CC2)c2c(-c3cccs3)csc2n1 | 12 | -6
40 | CC(=O)Nc1ccccc1-c1nc2ccc(C(=O)N3CCN(c4ccccc4)CC3)cc2[nH]c1=O | -6 | 6
41 | Cc1nc2ccccc2n1C(C)c1ccccc1 (stereo not given) | -17 | 2
42 | CCOC(=O)C1=C(C)NC(C)=C(C(=O)OCC)C1C | -12 | -1
43 | CCc1nnc(SCc2cn3c(C)cc(C)nc3n2)n1N | -3 | 7
44 | COC(=O)c1cc(-c2c(-c3cc(OC)c(OC)c(OC)c3)noc2C)cc([N+](=O)[O-])c1 | 18 | -9
45 | O=C(O)c1ccc(Nc2nc3ccc(Cl)cc3[nH]2)cc1 | -14 | 16
46 | COc1cc(NC(=O)c2ccc(F)cc2)c(OC)cc1NC(=O)CN1CCOCC1 | -6 | -8
47 | CCC(C)[C@H](N)C(=O)N[C@H]1CCC2C3CC=C4C[C@@H](O)CC[C@]4(C)C3CC[C@@]21C (stereo not given in full) | -11 | 9
48 | CC(=O)c1nnn(-c2ccccc2C#N)c1C | 0 | 11
49 | Cc1cc(C)n2nnnc2c1C#N | 4 | 8
50 | Cc1cc(NC(=O)c2coc(=O)c(Br)c2)ccc1C(C)C | 4 | 1
51 | COc1ccc(-c2ccc(C(=O)NCc3ccco3)c3occc23)c(C)c1 | -17 | -1
52 | CC(C)(C)c1cc(C(=O)NCc2cc(F)cc3c2OCOC3)n(Cc2ccccc2)n1 | 5 | -7
53 | COC(=O)C(OC(=O)c1ccccc1)C(C)Br (stereo not given) | -5 | -10
54 | Cc1ccc(S(=O)(=O)NCCC2(C(C)C)CCOC(C)(C)C2)cc1 (stereo not given) | -3 | 5
55 | O=C(NCc1cccs1)c1ccc(Br)o1 | -10 | 0
56 | Cc1cc(C)cc(OCC(=O)Nc2nc(-c3cccnc3)cs2)c1 | 6 | 1
57 | COc1ccc(NC(=O)CN(C)C(=O)CC2CCCCC2)cc1 | 2 | -12
58 | Cc1cccc(-n2c(O)c(C=Nc3cccc(O)c3)c3ccccc3c2=O)n1 | 20 | -3
59 | CCOC(=O)N1CCC(n2c(=S)[nH]c3ccccc3c2=O)CC1 | -3 | 1
60 | CNC(=O)COC(=O)C1CCN(S(=O)(=O)c2ccc3c(c2)OCCO3)CC1 | -1 | 0

Looked up by structure from the entries so far (five):
nr | mol | TAG inh | TAG inh DAPI viability
57 | COc1ccc(NC(=O)CN(C)C(=O)CC2CCCCC2)cc1 | 2 | -12
6 | Cc1ccc(NC(=O)c2cnc(SCC(=O)NCC3CCCO3)n(C)c2=O)cc1C (stereo not given) | -10 | 2
40 | CC(=O)Nc1ccccc1-c1nc2ccc(C(=O)N3CCN(c4ccccc4)CC3)cc2[nH]c1=O | -6 | 6
47 | CCC(C)[C@H](N)C(=O)N[C@H]1CCC2C3CC=C4C[C@@H](O)CC[C@]4(C)C3CC[C@@]21C (stereo not given in full) | -11 | 9
28 | CC(=O)c1cc2ccc(O)cc2oc1=O | -6 | 5

Other structures follow:
nr | mol | TAG inh | TAG inh DAPI viability
61 | COc1ccc(/C(O)=C2/C(=O)C(=O)N(c3ncccn3)C2c2ccc(F)cc2)cc1 (stereo not given) | 4 | -2
62 | CCOc1ccc(/C=N/Nc2cc(C)nc(N3CCOCC3)n2)cc1 | 10 | -7
63 | NC1=NC[C@@H](Cc2ccc(O)cc2)N1CC1CCCCC1 | 21 | -8
64 | O=C(c1ccco1)N1CCN(C(=O)C2CCCN(S(=O)(=O)Cc3ccccc3)C2)CC1 (stereo not given) | -10 | -2
65 | CC1CCCN(c2nc3c(c(=O)n(C)c(=O)n3C)n2CCSc2nc3ccccc3o2)C1 (stereo not given) | -1 | 8
66 | Cc1cccc(C)c1NC(=O)CN1CCN(CC(=O)c2cc(C)n(C3CC3)c2C)CC1 | -19 | 2
67 | COC(=O)C(CCCCNC(=O)OCc1ccccc1)NC(=O)CN (stereo not given) | 2 | -4
68 | CN(CC(=O)Nc1ccc(N2CCOCC2)cc1)C(=O)c1cn(-c2ccccc2)nc1-c1ccccc1 | 2 | -6
69 | Cc1onc(-c2ccccc2)c1C(=O)NCC(=O)Nc1cc(Cl)ccc1Cl | 7 | -3
70 | CCOc1ccccc1C(=O)NC(C(=O)Nc1cccc(S(N)(=O)=O)c1)C(C)C (stereo not given) | -5 | -10
71 | O=C(COc1ccccc1F)Nc1ccc(N2CCOCC2)cc1N1CCOCC1 | -12 | -2
72 | COc1ccccc1NC(=O)COc1ccc(/C=N/NC(=O)CSCc2ccc(Cl)cc2)cc1 | -3 | 4
73 | Cc1cccc(C(=O)N(Cc2nc3ccccc3c(=O)[nH]2)C2CCCCC2)c1 | -1 | -12
74 | COc1ccc(Cl)cc1NC(=O)NCc1ccccn1 | -10 | -1
75 | O=C(CN1C(=O)NC2(CCCCC2)C1=O)NCCCSc1ccccc1 | 0 | -3
76 | Cc1cc(C)n(-c2ccc(C(=O)OCC(=O)Nc3ccc(S(N)(=O)=O)cc3)cc2)n1 | 1 | 5
77 | Nc1ccc(S(=O)(=O)NC2=NCCCCC2)cc1 | 1 | 7
78 | CC(=O)NC(c1ccc(F)c(F)c1)c1nc(-c2cnn(C)c2)cs1 (stereo not given) | 1 | -2
79 | CC(C)COC(=O)Nc1nnc(SCCOc2ccccc2)s1 | -5 | 2
80 | COc1ccc(-c2csc(C(O)c3cccc(Cl)c3)n2)cn1 (stereo not given) | -31 | 3
81 | Cc1cc(-c2ccc(S(=O)(=O)NCc3ccc(Cl)cc3)cc2)on1 | -5 | 8
82 | CCC(CC)C(=O)NCCN1CCN(C(=O)C(CC)CC)CC1 | -2 | 6
83 | Cc1ccc(OCC(=O)Nc2ccc([N+](=O)[O-])cc2)cc1 | -25 | 8
84 | CCCn1nc(C(=O)NNC(=O)c2cccc(C)c2)c2ccccc2c1=O | -6 | 6
85 | COc1ccc(C)cc1S(=O)(=O)n1cnc(C)c1 | -9 | 8
86 | CCOCCCNC(=O)C(Cc1ccccc1)NS(=O)(=O)c1cccc2nsnc12 (stereo not given) | 11 | 0
87 | CCCc1c(C(=O)N/N=C/c2c[nH]c3ccccc23)nnn1-c1nonc1N | 2 | 0
88 | CCc1cccc(NC(=O)c2ccc3c(=O)n4c(nc3c2)CCCCC4)c1 | 9 | -5
89 | Cc1ccc(CCNC(=O)C2CCC(=O)N2Cc2cccnc2)cc1 (stereo not given) | -10 | 4
90 | CCOC(=O)c1c(N)sc2c1CCN(CCc1ccccc1)C2 | -7 | 10
91 | CSc1nsc(NC(=O)Nc2ccccc2)n1 | 0 | 2
92 | CCn1cc(/C=C(\NC(=O)c2cc(OC)c(OC)c(OC)c2)C(=O)N2CCOCC2)c2ccccc21 | 2 | -2
93 | O=C(CCN1CCOCC1)N1CCCC(Nc2cccc(F)c2)C1 (stereo not given) | 11 | 1
94 | COc1ccc(Cn2c(=O)oc3ccccc32)cc1OC | -11 | 3
95 | Brc1cc2c(cc1Cn1c(-c3cncs3)nc3ccccc31)OCO2 | -10 | 12
96 | Cc1cccc(C)c1NC(=O)CNC(=O)c1cccc(S(=O)(=O)NCc2cccs2)c1 | -5 | 4
97 | O=C(Nc1ccncc1)c1cccc(S(=O)(=O)N2CCc3ccccc32)c1 | -36 | 3
98 | CCCCOC(=O)CCNc1n[nH]c(=O)[nH]c1=O | 9 | -9
99 | O=C(CSc1ncccn1)NCCC1=CCCCC1 | -6 | -2
100 | Cc1cc(C)n(-c2nnc(NCc3ccc(Cl)cc3)nn2)n1 | -11 | -9

High-throughput results: PubChem, Sanford-Burnham Center for Chemical Genomics
